TSHR antagonist – antagonists of human thyroid stimulating hormone receptor. TSHR-expressing cells, TSH-stimulated cAMP HTRF, 2 h; hits give low values. activity change, negative = inhibition, % at 11.5 µM. 0.2% of 330,000 active. AID 504810;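 active means activity change below a set negative limit, meaning inhibition stronger than a set level, cut at about -70% in these data; inconclusive means activity change between two set negative limits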; further: on the % scale 0 is the no-effect control and ±100 the full control effect
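Antagonism was scored as loss of TSH-driven cAMP in TSHR cells, stimulated with 4nM TSH (EC80) for 2 hours at 37 deg C and detected by homogeneous HTRF competition immunoassay.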
Tb PFK block – blocks T. brucei phosphofructokinase; O15648; T. brucei PFK, ADP-Glo luminescence; Potency, µM (titrated, usually from 57.5 µM), without a hit: at the top dose activity, negative = inhibition, hits mostly inhibitors; 0.17% of 330,000 active; AID 485367;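 further: potency means the concentration at half of the fitted maximal effect; 0% = uninhibited 1x PFK enzyme wells and -100% = no-enzyme wells; nearly all actives have a fitted effect of over 60% in size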
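PFK 1.25 nM, F6P 0.5 mM, ATP 0.1 mM, 0.1 M TEA pH 8.0, 5 mM MgCl2, 0.01% Tween20, 0.1% BSA; 45 min RT. ADP-Glo readout. qHTS titration up to 57 uM; curves fitted, compounds curve-classed.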
GALK inh – galactokinase (human) inhibition. Potency, µM (series often up to 57.5 µM), inactives show at the highest dose activity change, negative = inhibition, most hits filed as inhibitors. P51570. Purified GALK, Kinase-Glo residual ATP luminescence. 0.007% of 270,000 active; further: potency means the concentration at half of the fitted maximal effect; on the % scale 0 is the no-effect control and ±100 the full control effect
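ATP-depletion format; final 35 uM ATP, 100 uM D-galactose, 5 nM enzyme; pH 8.0 HEPES/Mg2+ buffer; 60 min RT; luminescence read 10 min after detection reagent.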
A-T KAP1 phos – candidate therapy for ataxia-telangiectasia | […] A-T fibroblasts, KAP-1 phosphorylation AlphaLISA; neocarzinostatin DNA damage 30 min before lysis | Potency, µM (top dose mostly 57.5 µM), without a hit: top-dose activation, most hits filed as activators | 0.19% of 320,000 active; further: potency means the concentration at half of the fitted maximal effect; % of control where 0% means no effect; nearly all actives have a fitted effect of over 45% in size
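hTERT-immortalized A-T patient fibroblasts ([…]), 500 cells/well in OPTI-MEM, 1% FBS, got compounds for 60 min, then NCS for 30 min at 37C. Lysates were then assayed for phospho-KAP-1 by AlphaLISA (anti-pKAP1 donor, anti-KAP1 acceptor beads), 6 hr at 25C.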
TCR act – T cell receptor activation | Potency, µM (highest dose often 9.22 µM), for the others: at the highest dose activation of IL-2 secretion, usual class: activators | 330,000 tested, under 10 active | primary human leukocytes, anti-CD3, IL-2 HTRF, 48 h | AID 504894; further: % of control where 0% means no effect
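Primary human leukocytes incubated 48 hr with anti-CD3 beads plus compound, without co-stimulation. Secreted IL-2 measured by HTRF (europium cryptate/d2 anti-IL-2 pair, 320 nm excitation, 665 nm emission).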
CXXC DNA block – blocks binding of human MLL CXXC domain to DNA; Q03164; MLL-CXXC / FITC-HOXA9 DNA fluorescence polarization; Potency, µM (doses to about 115 µM), without a hit: at the top dose activity change, negative = inhibition, hits mostly inhibitors; 0.037% of 290,000 active; active means well fitted inhibition curve with a large enough effect in the polarisation, with a control signal flat, not every such curve was filed as active; inconclusive means small, poorly fitted or top-dose-only effect, or effect the other way, or a change in a side signal; inactive means no such curve, though single readings can be large or run the other way; the % refers to the polarisation; further: potency means the concentration at half of the fitted maximal effect
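Purified MLL-CXXC (added from a 7 uM solution) was preincubated 5 min at ambient with pinned compounds in 50 mM Tris-HCl pH 7.5, 50 mM NaCl, 1 mM DTT, 0.05% BSA. Fluorescein-labeled HOX-A9 DNA (50 nM solution) followed, 30 min, then polarization read.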
Coupling enz – inhibits coupling enzyme system, counter-screen for aldolase hits; coupling enzyme system counterscreen, AmpLite Red fluorescence; activity change, negative = inhibition, % at 58.2 µM, hits read low; 0.67% of 290,000 active; AID 2472; in the data active means activity change below about -30%; further: on the % scale 0 is the no-effect control and ±100 the full control effect
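First, compound is pin-transferred into glyceraldehyde-3-phosphate coupling-enzyme reagent at 57.5 uM final and held 10 min at RT. Next, substrate, coupling system and AmpLite Red are added. After 20 min RT, fluorescence (525/598 nm) is read.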
Giardia killer – Giardia lamblia killing. Giardia lamblia trophozoite viability. activity change, % at 7.66 µM, hits read low. 0.15% of 340,000 active; in the data active means activity change below about -80%; inconclusive means between about -30% and that limit;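 further: parasites exposed to compound for two days anaerobically before the ATP read; on the % scale 0 is the no-effect control and ±100 the full control effect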
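Luminescent ATP signal served as the viability read-out, measured 15-30 min after adding ATP detection reagent to trophozoites that had been incubated with compounds for 48 hrs at 37 deg C anaerobically at 100 cells/well.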
KCNH2 WT inh – blocks the wildtype human KCNH2 potassium channel. Q12809. U2OS, BacMam KCNH2, thallium flux FluxOr; hits give low values. activity change, % at 1.84 µM. 0.37% of 340,000 active;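 active means maximum activity change below -70%; inconclusive means maximum activity change between -70% and -50%; inactive means maximum activity change above -50%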; further: on the % scale 0 is the no-effect control and ±100 the full control effect
Target sequence (Q12809 whole entry, looked up): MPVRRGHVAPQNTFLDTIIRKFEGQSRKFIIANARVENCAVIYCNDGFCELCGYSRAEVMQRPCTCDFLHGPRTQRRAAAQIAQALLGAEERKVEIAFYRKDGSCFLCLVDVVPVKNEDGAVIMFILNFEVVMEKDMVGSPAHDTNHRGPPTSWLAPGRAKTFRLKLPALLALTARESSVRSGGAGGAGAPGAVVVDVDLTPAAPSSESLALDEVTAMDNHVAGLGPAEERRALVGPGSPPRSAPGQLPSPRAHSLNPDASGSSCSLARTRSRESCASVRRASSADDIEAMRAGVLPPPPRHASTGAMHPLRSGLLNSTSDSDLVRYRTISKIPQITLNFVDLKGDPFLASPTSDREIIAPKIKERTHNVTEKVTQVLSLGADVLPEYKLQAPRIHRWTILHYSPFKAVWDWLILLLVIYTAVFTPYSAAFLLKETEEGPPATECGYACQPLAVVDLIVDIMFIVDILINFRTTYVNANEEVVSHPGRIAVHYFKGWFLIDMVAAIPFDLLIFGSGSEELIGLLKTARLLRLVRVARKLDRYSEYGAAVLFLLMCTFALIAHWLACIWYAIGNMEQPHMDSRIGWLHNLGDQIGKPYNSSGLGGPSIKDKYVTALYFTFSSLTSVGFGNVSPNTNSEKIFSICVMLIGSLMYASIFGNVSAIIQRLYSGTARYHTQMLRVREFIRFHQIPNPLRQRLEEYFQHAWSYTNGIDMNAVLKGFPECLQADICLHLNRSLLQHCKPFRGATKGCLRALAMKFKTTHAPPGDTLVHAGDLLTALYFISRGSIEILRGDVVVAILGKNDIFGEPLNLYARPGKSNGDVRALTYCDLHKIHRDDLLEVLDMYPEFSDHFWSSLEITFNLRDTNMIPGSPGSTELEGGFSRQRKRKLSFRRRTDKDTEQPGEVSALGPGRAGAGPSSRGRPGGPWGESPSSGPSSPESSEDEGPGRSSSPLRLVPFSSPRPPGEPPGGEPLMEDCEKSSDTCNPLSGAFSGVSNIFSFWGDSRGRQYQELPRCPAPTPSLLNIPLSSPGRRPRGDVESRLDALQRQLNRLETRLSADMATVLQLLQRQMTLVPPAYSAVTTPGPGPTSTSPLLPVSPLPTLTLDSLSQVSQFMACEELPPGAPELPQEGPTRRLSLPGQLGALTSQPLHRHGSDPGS
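U2OS cells transduced with wild-type KCNH2 virus are loaded with FluxOr dye for 45 min, and thallium flux is measured in kinetic reads before and after stimulation buffer. Rate constants are normalized to DMSO controls.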
Chronic BCR inh – blocks chronic active B-cell receptor signaling | 0.05% of 340,000 active | AID 493014 | Potency, µM (highest dose often 46.1 µM), without a hit: at the top dose ratio change, negative = lower green/red ratio, most hits filed as inhibitors | ABC-DLBCL IkBa-CBG/CBR reporter, luminescence ratio, 4 h; active means well fitted inhibition curve with a large enough effect in the signal ratio, with a control signal flat, not every such curve was filed as active; inconclusive means small, poorly fitted or top-dose-only effect, or effect the other way, or a change in a side signal; the % refers to the signal ratio;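 further: potency means the concentration at half of the fitted maximal effect; plate controls were basal doxycycline-induced cells for no effect and cells given 10 µM MG132 for full effect; MG132 reads +100%, hits lower the ratio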
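Cell line TMD8 (human ABC DLBCL), stably expressing tet-inducible CBG68-IkBa fusion and CBR; IMDM/0.5% FBS; cpd up to 46 uM; dox induction, 4 h, 37C/5% CO2; dual luminescence; green/red ratio; MG132 control.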
Starred values were filed as active, the others as inactive; u = inconclusive; x = no result given; [ ] = another dose, or the depositor's remark. Unless noted, the call rests on the fitted dose curve; in most records, active means well fitted curve in the direction sought with a large enough effect; inconclusive means small, poorly fitted or top-dose-only effect, or another doubt; inactive means no such curve, though single readings can be large; an effect the other way counts as inactive or inconclusive.

Each structure is followed by: TSHR antagonist | Tb PFK block | GALK inh | A-T KAP1 phos | TCR act | CXXC DNA block | Coupling enz | Giardia killer | KCNH2 WT inh | Chronic BCR inh
1. COc1ccc(Cl)c2sc(N3CCN(C(=O)c4ccco4)CC3)nc12
→ -16 | -4% | x | 5% | 1% | x | x | 2 | -14 | u
2. CCCN(CCC)CCCNC(=O)c1nn(-c2cccc(OC)c2)c(=O)c2ccccc12
→ 14 | 3% | 2% | 3% | 2% | 5% | 1 | -16 | 18 | -8%
3. Cc1ccsc1/C=N/n1c(-c2cc(-c3ccccc3)n[nH]2)n[nH]c1=S
→ -11 | -12% | -7% | 0% | -9% | -1% | 1 | 3 | 0 | 19%
4. Cc1cccnc1NS(=O)(=O)c1cccc([N+](=O)[O-])c1
→ 3 | 0% | 3% | -3% | -6%[46.1 µM] | -5% | 0 | 16 | 3 | 2%
5. COc1ccccc1N1CCN(C(=O)c2oc3ccccc3c2C)CC1
→ 8 | -2% | 0% | x | 4% | -5% | -13 | 40[activator] | 0 | -3%
6. C/C(=N\NC(=S)NCc1ccccc1)c1cccc(Br)c1
→ 9 | -2% | -1% | 15% | -1% | 10% | 1 | -1 | -1 | 8%
7. O=C(C1=C[C@H](c2ccc(C(F)(F)F)cc2)C[C@H](OCc2ccc(CO)cc2)O1)N1CCN(Cc2ccccc2)CC1
→ 8 | -3% | -1% | -19% | 7% | 13% | -4 | -15 | 3 | 8%
8. CC(C)[C@H]1COCCS(=O)(=O)N1Cc1ccccc1-c1cccc(Cl)c1
→ -9 | 0% | x | 4% | -6%[46.1 µM] | x | x | -4 | -2 | 0%
9. COc1cc(NC(=O)CCC(=O)Nc2ccc3nc(N4CCOCC4)cc(C)c3c2)cc(OC)c1OC
→ -4 | 0% | 1% | -1% | 4% | 20% | 2 | -4 | -15 | 0%
10. CC(C)CCC(O)(CCC(C)C)C(=O)NNc1ccccc1
→ 4 | 8% | x | -1% | 3%[46.1 µM] | 6% | 3 | 2 | -2 | 1%
11. CSCc1nnc(NC(=O)c2ccc(S(=O)(=O)N(CC(C)C)CC(C)C)cc2)o1
→ 1 | 1% | -1% | 1% | x | -20% | 18 | x | x | u
12. COc1ccc(NC(C)C(=O)N/N=C/c2c(O)ccc3ccccc23)cc1 (stereo not given)
→ -3 | -8% | x | 6% | 4% | 5% | -7 | 12 | 2 | -2%
13. O=C(NCc1ccc(Cl)cc1)C1CCCN(c2ncnc3c2nc2n3CCCCC2)C1 (stereo not given)
→ 14 | -4% | -2% | -8% | -4% | 5% | 1 | -9 | -7 | 6%
14. O=C(Nc1nnc(S(=O)(=O)N2CCOCC2)s1)c1ccccc1Br
→ -31 | -9% | x | -7% | -7% | x | 0 | 12 | -3 | 5%
15. CN(C)CCN1C(=O)C(O)=C(C(=O)c2cc3ccccc3o2)C1c1ccc(N(C)C)cc1 (stereo not given)
→ -8 | 0% | 1% | 3% | -1%[46.1 µM] | 16% | -16 | -10 | -15 | 1%
16. CCOC(=O)C1=C(N)Oc2c(oc(CO)cc2=O)C1c1c(F)cccc1Cl (stereo not given)
→ 2 | -1% | -2% | 1% | -8% | -6% | 3 | -8 | 1 | u
17. O=S(=O)(Cc1cc(Sc2ccccc2)nc(-c2ccccc2)n1)c1ccccc1
→ 26 | 1% | 0% | -5% | -2% | -3% | -5 | -14 | -2 | u
18. COc1ccc(NC(=O)NCc2ccc3c(c2)OCO3)c(OC)c1
→ 11 | 0% | -4% | -3% | 6% | u | -2 | 14 | 9 | -5%
19. COc1ccc(-n2ncc3c(N4CCC(C(N)=O)CC4)ncnc32)cc1
→ -9 | -1% | -1% | -3% | -1% | -4% | -1 | -9 | 5 | -8%
20. O=C(N/C(=C\c1cccc([N+](=O)[O-])c1)C(=O)N1CCOCC1)c1ccco1
→ 4 | 0% | 0% | 0% | 4% | -1% | 0 | 15 | -10 | 4%
21. O=C(COC(=O)c1ccccn1)NCc1ccccc1Cl
→ 10 | 0% | 1% | -4% | 5%[46.1 µM] | 2% | 3 | 45[activator] | -11 | 2%
22. CN(C)S(=O)(=O)c1ccc(C(=O)N2CCCC2c2nc3ccccc3s2)cc1 (stereo not given)
→ 9 | -7% | 1% | 0% | -5%[46.1 µM] | -3% | 0 | -4 | -5 | 3%
23. COc1cccc(CNC(=O)c2ccc3c(c2)N(C)CCS3)c1OC
→ -1 | 2% | x | 11% | -3% | x | -6 | 11 | -10 | u
24. CCn1nc(C)cc1C(=O)N1CCCC(C(=O)c2ccccc2SC)C1 (stereo not given)
→ -13 | -6% | -3% | -1% | -9% | 22% | -1 | -6 | 3 | -1%
25. O=C(COC(=O)c1ccccc1Cl)NCc1ccco1
→ 6 | -27% | x | -10% | 8% | x | x | -13 | -5 | 3%
26. COc1ccc(NS(=O)(=O)c2cc(NC(=O)c3ccncc3)ccc2N2CCOCC2)cc1
→ -3 | 3% | 2% | 5% | 1%[46.1 µM] | 15% | -2 | -12 | -16 | -12%
27. C=CCn1c(C(C)NC(=O)c2ccc(C)cc2)n[nH]c1=S (stereo not given)
→ -10 | 9% | x | -7% | 1% | 0% | 0 | -11 | -7 | -1%
28. S=c1[nH]nc(COc2ccccc2)n1/N=C/c1ccccc1Br
→ -10 | -6% | -4% | -1% | -1% | -2% | 6 | 24 | -16 | -3%
29. CCOc1ccc(C(=O)NCC(=O)N2CCC(C)CC2)cc1OCC
→ 7 | 0% | 10% | -3% | -1% | 8% | 0 | 7 | -17 | -2%
30. CNC(=O)c1ccsc1NC(=O)c1ccc(S(=O)(=O)N2CCOCC2)cc1
→ 0 | 2% | 3% | -4% | 6%[46.1 µM] | -3% | 1 | -4 | -8 | -2%
31. O=C(CN1CCN(c2ncc(C(F)(F)F)cc2Cl)CC1)NCCNc1ncc(C(F)(F)F)cc1Cl
→ -1 | -2% | 0% | -11% | 0% | 1% | -2 | -11 | 13 | 11%
32. Cc1ccc(-c2csc3nc4ccc(C(=O)NCCO)cc4c(=O)n23)cc1
→ 1 | -7% | 7% | 18% | 3% | -22% | -2 | 2 | -1 | -7%
33. CC(C)[C@H]1COCCS(=O)(=O)N1Cc1cccc(Cl)c1
→ 2 | 3% | x | 4% | 3% | -1% | -2 | 58[activator] | -11 | -11%
34. CC/C(Cc1ccccc1)=N/NC(=O)c1cccc(Br)c1
→ 1 | 0% | 2% | 31% | 1%[46.1 µM] | 5% | 1 | 11 | -3 | u
35. Cc1ccc(-c2ccc([C@H]3[C@H]4C=CC[C@@H](C)[C@@H]4C(=O)N3Cc3ccccc3)c(F)c2)cc1
→ -3 | 1% | 6% | 10% | 4% | -2% | -1 | 28 | 3 | 0%
36. Nc1nc(N2CCN(C/C=C/c3ccccc3)CC2)nc2ccccc12
→ 6 | -3% | 1% | 1% | 4% | 18% | 4 | 21 | -14 | u
37. CCN(C(=O)COC(=O)c1cc(NS(=O)(=O)c2ccc(Cl)c([N+](=O)[O-])c2)ccc1O)C1CCCCC1
→ 6 | 1% | -2% | 2% | 1%[46.1 µM] | -10% | 10 | -12 | 3 | -7%
38. COc1cc2nc(CN3CCN(S(=O)(=O)c4ccccc4)CC3)[nH]c(=O)c2cc1OC
→ -4 | 0% | x | 1% | 0% | x | x | -2 | 8 | -3%
39. COc1ccc(-c2noc(N3CCC(C(=O)NCCCN4CCCCC4)CC3)n2)cc1
→ 1 | 0% | x | 19% | 0% | x | 0 | 16 | 1 | -12%
40. CCc1n[nH]c(=S)n1/N=C/c1ccc(NC(C)=O)cc1
→ -1 | -4% | -2% | -2% | 2% | -7% | -1 | -4 | 19 | -1%
41. CCOC(=O)C(C)Oc1ccc(C2NC(=O)NC(C)=C2C(=O)Nc2ccccc2C)cc1 (stereo not given)
→ 15 | -1% | -3% | -2% | -6% | -7% | 0 | 10 | -2 | u
42. O=C(Nc1cccnc1)c1ccc2c(c1)C(=O)N(CC1CCCO1)C2=O (stereo not given)
→ 4 | 1% | -3% | -2% | -10% | -3% | 1 | 9 | 2 | 5%
43. COc1ccc(CCNc2ncnc3c2[nH]c2cc(OC)c(OC)cc23)cc1OC
→ u | -27% | 4% | -6% | 4% | 19% | -2 | 2 | -1 | u
44. O=C(NCCc1nc(-c2ccc(F)cc2)no1)c1ccc(F)cc1
→ 48 | -5% | x | 9% | 14% | x | x | -2 | -8 | 3%
45. Cc1cc(C)c(-c2nc3ccccc3s2)[nH]1
→ -6 | 1% | 17% | -3% | -2% | 27% | 0 | -2 | -15 | 13%
46. COc1ccc(C2CC(c3ccccc3)=NN2C(=O)CCC(=O)O)cc1 (stereo not given)
→ -15 | 1% | 0% | -3% | 2% | -13% | 9 | 12 | -1 | 8%
47. CC(C)OC(=O)c1cccc(C(=O)Oc2ccccc2)n1
→ -10 | 4% | 3% | -1% | -4% | -4% | 1 | 3 | -4 | 1%

Bioassay records deposited in PubChem by National Center for Advancing Translational Sciences (NCATS).
